TcdB inh: TcdB glycohydrolase inhibition; P18177; TcdB glycohydrolase enzymatic assay, plate reader; inhibition, % at 9.99 µM; hit rate 0.24% among 350,000; in the data active = inhibition above about 10%
Numbers without * were called inactive. The list is partial; the hit share may differ from the screen's.

molecule	TcdB inh
O=C(Nc1ccccc1)N1CCCCN2[C@H](CO)[C@H](c3ccc(C#Cc4ccccc4)cc3)[C@@H]2C1	0.1
C[C@@H]1CCCCO[C@H](CN(C)S(=O)(=O)c2cccs2)[C@H](C)CN([C@@H](C)CO)C(=O)c2cc(NC(=O)CCC(F)(F)F)ccc2O1	1.4
O=C(C1CCOCC1)N1CC[C@@H]2[C@H](CO)Nc3ccc(-c4cccc(F)c4)cc3[C@@H]21	-0.6
CCCNC(=O)N1CC2(CCN(S(=O)(=O)CC)CC2)c2c([nH]c3cc(OC)ccc23)[C@H]1CO	0.6
O=C(Cc1ccccc1)N1CCCCN2[C@H](CO)[C@H](c3ccc(-c4ccccc4)cc3)[C@@H]2C1	-0.4
C[C@H]1CCCCO[C@H](CN(C)Cc2ccc(C(F)(F)F)cc2)[C@@H](C)CN([C@@H](C)CO)C(=O)c2cc(NC(=O)CCC(F)(F)F)ccc2O1	0.1
COCC(=O)Nc1ccc2c(c1)OC[C@H](C)N(C)C[C@@H](C)[C@@H](OC)CN(C)C2=O	0.3
C[C@@H]1CN([C@H](C)CO)C(=O)c2cc(NC(=O)CCC(F)(F)F)ccc2O[C@@H](C)CCCCO[C@H]1CN(C)Cc1ccccc1	-0.2
CCCNC(=O)C[C@H]1C[C@@H]2c3cc(NC(=O)NC4CCCCC4)ccc3O[C@@H]2[C@H](CO)O1	0.2
C[C@@H]1CN([C@H](C)CO)S(=O)(=O)c2ccc(-c3ccc(F)cc3)cc2O[C@H]1CN(C)C(=O)c1ccccc1F	0.6
C[C@H]1CCCCO[C@H](CN(C)CC2CCCCC2)[C@@H](C)CN([C@@H](C)CO)C(=O)c2cc(NC(=O)Nc3ccccc3)ccc2O1	1.0
C[C@@H]1CN([C@H](C)CO)C(=O)c2cc(NS(=O)(=O)c3ccc(F)cc3)ccc2O[C@@H](C)CCCCO[C@@H]1CN(C)Cc1ccccc1	0.9
Cc1ccc(S(=O)(=O)Nc2ccc3c(c2)CC(=O)N([C@H](C)CO)C[C@@H](C)[C@@H](CN(C)Cc2ccc(-c4ccccc4)cc2)O3)cc1	0.4
CO[C@@H](CN(C)C(=O)C1CCOCC1)[C@@H](C)CN(C(=O)Nc1ccc(F)cc1)[C@H](C)CO	0.3
CCC(=O)N1CCCCN2[C@H](C1)[C@@H](c1ccc(-c3ccc(F)cc3)cc1)[C@@H]2CO	0.9
C/C=C/c1ccc([C@H]2[C@H]3CN(C(=O)Nc4ccc(F)cc4)CCCCN3[C@H]2CO)cc1	-1.1
CN(C)CC(=O)Nc1ccc2c(c1)[C@H]1C[C@@H](CC(=O)NCc3ccc(Cl)cc3)O[C@H](CO)[C@H]1O2	-1.5
N#Cc1ccc(-c2ccc([C@@H]3[C@@H](CO)N4CCCCN(S(=O)(=O)c5ccccc5)C[C@H]34)cc2)cc1	-0.4
Cc1ccc(S(=O)(=O)N(C)C[C@@H]2Oc3ccc(NS(=O)(=O)c4c(C)noc4C)cc3C(=O)N([C@@H](C)CO)C[C@@H]2C)cc1	-0.8
C[C@@H]1CN([C@@H](C)CO)C(=O)Cc2cc(NC(=O)Cc3ccccc3)ccc2O[C@@H]1CN(C)S(C)(=O)=O	0.5
COc1ccc(S(=O)(=O)Nc2ccc3c(c2)CC(=O)N([C@@H](C)CO)C[C@@H](C)[C@@H](CN(C)Cc2ccc(Cl)c(Cl)c2)O3)cc1	-0.1
Cc1noc(C)c1S(=O)(=O)Nc1ccc2c(c1)C(=O)N([C@H](C)CO)C[C@@H](C)[C@@H](CN(C)C(=O)C1CCCCC1)OCCCC[C@H](C)O2	1.2
C[C@H](CO)N1C[C@H](C)[C@H](CN(C)Cc2ccncc2)Oc2ccc(NC(=O)C3CC3)cc2CC1=O	0.2
CN(C)C(=O)c1cc2c(c(-c3cccc(-c4ccccc4F)c3)n1)[C@H](CCO)N(S(C)(=O)=O)C2	-0.6
C[C@H](CO)N1C[C@H](C)[C@@H](CN(C)Cc2ccc(Oc3ccccc3)cc2)Oc2ccc(NC(=O)Cc3ccccc3)cc2C1=O	-0.6
COc1cccc(NC(=O)N2C[C@@H](O)COC[C@H]3O[C@H](CC(=O)NC4Cc5ccccc5C4)CC[C@@H]32)c1	-1.4
COc1cccc(NC(=O)N(C)C[C@@H]2Oc3ncc(/C=C/c4ccccc4)cc3C(=O)N([C@@H](C)CO)C[C@@H]2C)c1	0.3
C[C@@H]1CN([C@@H](C)CO)S(=O)(=O)c2ccc(C#CC3CCCC3)cc2O[C@@H]1CN(C)C(=O)C1CC1	-1.4
CCCNC(=O)N1C[C@@H](O)COC[C@H]2O[C@@H](CC(=O)NCCCN3CCOCC3)CC[C@@H]21	-12
O=C(O)C[C@H]1C[C@@H]2c3cc(NC(=O)Nc4ccccc4F)ccc3O[C@@H]2[C@@H](CO)O1	-1.6
CC(C)C#Cc1ccc2c(c1)O[C@H](CN(C)C(=O)c1cnccn1)[C@H](C)CN([C@@H](C)CO)S2(=O)=O	-0.2
CO[C@@H]1CN(C)C(=O)c2cc(NC(=O)C3CCCCC3)ccc2OC[C@@H](C)N(Cc2nccs2)C[C@H]1C	-0.3
C[C@@H]1CN([C@@H](C)CO)C(=O)c2cc(NC(=O)Cn3cnnn3)ccc2O[C@@H]1CN(C)C(=O)Nc1ccc2c(c1)OCO2	-3.9
C[C@@H]1CN([C@H](C)CO)C(=O)c2cccc(NC(=O)c3ccncc3)c2O[C@@H]1CN(C)Cc1ccc(C(=O)Nc2ccccc2N)cc1	0.8
CC(=O)N(C)C[C@H]1Oc2cc(-c3cccnc3)ccc2S(=O)(=O)N([C@@H](C)CO)C[C@@H]1C	-0.1
C[C@H](CO)N1C[C@H](C)[C@@H](CN(C)S(=O)(=O)c2cccs2)Oc2ccc(NC(=O)Nc3ccc(C(F)(F)F)cc3)cc2CC1=O	0.5
O=C(NCC[C@H]1CC[C@H](NS(=O)(=O)c2ccccc2)[C@H](CO)O1)c1ccccc1F	1.1
C[C@@H]1CN([C@H](C)CO)S(=O)(=O)c2ccc(-c3ccncc3)cc2O[C@H]1CN(C)C(=O)c1cccc(F)c1	1.8
C[C@H]1CN([C@@H](C)CO)C(=O)c2cc(NC(=O)Nc3cccc4ccccc34)ccc2O[C@H]1CN(C)Cc1ccccc1	-0.5
CN(C)CCCNC(=O)C[C@@H]1C=C[C@@H](NC(=O)c2ccccc2F)[C@@H](CO)O1	-0.5
C[C@@H]1CN([C@H](C)CO)C(=O)c2cc(NC(=O)Nc3ccc(C(F)(F)F)cc3)ccc2O[C@@H]1CN(C)C(=O)Nc1ccc(C(F)(F)F)cc1	-18
CC(C)NC(=O)N(C)C[C@@H]1Oc2cc(C#CCN(C)C)ccc2S(=O)(=O)N([C@H](C)CO)C[C@@H]1C	-0.2
CO[C@@H](CN(C)S(=O)(=O)c1ccccc1)[C@@H](C)CN(Cc1ccccc1Cl)[C@H](C)CO	-2.0
CC(C)c1cn(CC[C@@H]2CC[C@H](NC(=O)C3CCOCC3)[C@@H](CO)O2)nn1	0.8
CN(C)CC(=O)N[C@H]1CC[C@H](CCNS(=O)(=O)c2ccccc2)O[C@@H]1CO	-0.7
CN1C(=O)c2cc(NC(=O)c3cccc(F)c3)ccc2OC[C@@H]2O[C@@H](CC(=O)NCc3ccccc3Cl)CC[C@H]21	-0.7
CC(C)C#Cc1ccc([C@H]2[C@@H](C#N)N(C(=O)CN(C)C)[C@@H]2CO)cc1	0.6
CC(C)CC#Cc1ccc2c(c1)O[C@@H](CN(C)C)[C@@H](C)CN([C@@H](C)CO)S2(=O)=O	0.2
COc1ccc2c3c([nH]c2c1)[C@H](CO)N(C(=O)Nc1ccc(F)cc1)CC31CN(S(=O)(=O)c2cccc(F)c2)C1	-0.4
CC(=O)Nc1ccc2c(c1)C(=O)N(C)[C@@H]1CC[C@H](CC(=O)NCc3ccc(Cl)cc3)O[C@H]1CO2	-1.4
CN(C)Cc1cn(CC[C@H]2CC[C@@H](NS(=O)(=O)c3ccccc3)[C@@H](CO)O2)nn1	0.3
C[C@@H]1CCCCO[C@@H](CN(C)C(=O)Nc2ccc(F)cc2)[C@@H](C)CN([C@@H](C)CO)C(=O)c2cc(NC(=O)CCCN(C)C)ccc2O1	0.4
CCN(C[C@H]1N[C@H](CO)[C@H]1c1ccccc1)C(=O)c1ccncc1	-0.5
COc1ccc(S(=O)(=O)Nc2ccc3c(c2)C(=O)N([C@@H](C)CO)C[C@H](C)[C@H](CN(C)Cc2ccc(-c4ccccc4)cc2)O3)cc1	0.9
CN(C)C(=O)c1cccc(-c2ccc([C@@H]3[C@@H](CO)N4CCCCN(S(C)(=O)=O)C[C@H]34)cc2)c1	-0.6
C[C@H]1CN([C@@H](C)CO)C(=O)Cc2cc(NC(=O)Cc3ccccc3)ccc2O[C@H]1CN(C)S(=O)(=O)c1ccccc1	-0.5
C[C@H](CO)N1C[C@H](C)[C@H](CN(C)C)Oc2ccc(NS(=O)(=O)c3ccc(Cl)cc3)cc2CC1=O	-0.1
CC(=O)N(C)C[C@@H]1Oc2ncc(-c3cccc(F)c3)cc2C(=O)N([C@H](C)CO)C[C@@H]1C	-0.9
CO[C@H](C(=O)N(C)C[C@@H]1OCc2ccccc2-c2ccccc2C(=O)N([C@@H](C)CO)C[C@H]1C)c1ccccc1	0.2
C[C@@H]1CN([C@@H](C)CO)C(=O)Cc2cc(NS(=O)(=O)c3ccc(Cl)cc3)ccc2O[C@H]1CN(C)C(=O)Nc1ccc(F)cc1	0.4

Some of the entries above in a different format:
SMILES: CC(C)CC#Cc1ccc2c(c1)O[C@@H](CN(C)C)[C@@H](C)CN([C@@H](C)CO)S2(=O)=O
  TcdB inh: 0.2
SMILES: CN(C)Cc1cn(CC[C@H]2CC[C@@H](NS(=O)(=O)c3ccccc3)[C@@H](CO)O2)nn1
  TcdB inh: 0.3
SMILES: C[C@@H]1CN([C@@H](C)CO)C(=O)Cc2cc(NS(=O)(=O)c3ccc(Cl)cc3)ccc2O[C@H]1CN(C)C(=O)Nc1ccc(F)cc1
  TcdB inh: 0.4

Not a retest: an excerpt of the list.
molecule	TcdB inh
CCC(=O)N1CCCCN2[C@H](C1)[C@@H](c1ccc(-c3ccc(F)cc3)cc1)[C@@H]2CO	0.9
C/C=C/c1ccc([C@H]2[C@H]3CN(C(=O)Nc4ccc(F)cc4)CCCCN3[C@H]2CO)cc1	-1.1
CN(C)CC(=O)Nc1ccc2c(c1)[C@H]1C[C@@H](CC(=O)NCc3ccc(Cl)cc3)O[C@H](CO)[C@H]1O2	-1.5
N#Cc1ccc(-c2ccc([C@@H]3[C@@H](CO)N4CCCCN(S(=O)(=O)c5ccccc5)C[C@H]34)cc2)cc1	-0.4
Cc1ccc(S(=O)(=O)N(C)C[C@@H]2Oc3ccc(NS(=O)(=O)c4c(C)noc4C)cc3C(=O)N([C@@H](C)CO)C[C@@H]2C)cc1	-0.8

(more compounds)
molecule	TcdB inh
C[C@H](CO)N1C[C@H](C)[C@@H](CN(C)Cc2ccc(C(F)(F)F)cc2)Oc2ccc(NC(=O)C3CC3)cc2C1=O	-0.1
C[C@@H]1CN([C@H](C)CO)C(=O)Cc2cc(NC(=O)Cc3ccccc3)ccc2O[C@@H]1CN(C)CC1CC1	0.2
CC(C)C(=O)Nc1ccc2c(c1)C(=O)N(C)[C@@H]1CC[C@@H](CC(=O)NCC3CC3)O[C@H]1CO2	-1.1
C[C@H](CO)N1C[C@H](C)[C@@H](CN(C)Cc2ccc(C(=O)Nc3ccccc3N)cc2)Oc2ccc(NC(=O)Nc3cccc4ccccc34)cc2C1=O	-0.3
COC(=O)C[C@H]1C[C@@H]2c3cc(N(C)C)ccc3O[C@@H]2[C@@H](CO)O1	-41
CO[C@H]1CN(C)C(=O)c2ccc(NC(C)=O)cc2OC[C@@H](C)N(CC2CCCCC2)C[C@H]1C	-0.4
COc1ccc(NC(=O)N(C)C[C@H]2OCCCC[C@H](C)Oc3ccc(NS(=O)(=O)c4ccc(Cl)cc4)cc3C(=O)N([C@@H](C)CO)C[C@H]2C)cc1	-4.5
CCNC(=O)C[C@H]1C=C[C@H](NS(=O)(=O)c2ccc(F)cc2)[C@@H](CO)O1	1.8
Cn1cnc(S(=O)(=O)NC[C@H]2CC[C@H]3[C@H](CN3Cc3nccs3)O2)c1	-1.9
O=C(Cc1ccncc1)NCC[C@H]1CC[C@@H](NC(=O)Nc2ccc(Cl)cc2)[C@H](CO)O1	-0.3
COc1ccc(S(=O)(=O)N(C)C[C@@H]2Oc3ncc(C#CC4(O)CCCC4)cc3C(=O)N([C@H](C)CO)C[C@@H]2C)cc1	-0.5
CN1CCN(C(=O)C[C@@H]2CC[C@@H]3[C@@H](COc4ccc(NC(=O)C5CCC5)cc4C(=O)N3C)O2)CC1	-0.3
COc1ccc(CN(C)C[C@H]2Oc3ccc(NC(=O)Cc4cn(C)c5ccccc45)cc3CC(=O)N([C@H](C)CO)C[C@@H]2C)cc1	-1.2
CC(C)CC#Cc1ccc2c(c1)O[C@H](CN(C)C(=O)c1cnccn1)[C@@H](C)CN([C@@H](C)CO)S2(=O)=O	0.2
COc1cc(CN2CC3(CN(C(=O)Nc4c(C)noc4C)C3)c3c(n(C)c4cc(OC)ccc34)[C@@H]2CO)cc(OC)c1	-0.9
C[C@@H]1CN([C@@H](C)CO)C(=O)c2cc(C#CCN(C)C)cnc2O[C@@H]1CN(C)C(=O)NC1CCCC1	0.8
CC(C)NC(=O)Nc1ccc2c(c1)C(=O)N([C@@H](C)CO)C[C@@H](C)[C@@H](CN(C)S(=O)(=O)c1cn(C)cn1)OCCCC[C@H](C)O2	-1.5
C[C@@H]1CN([C@H](C)CO)C(=O)Cc2cc(NC(=O)c3ccncc3)ccc2O[C@H]1CN(C)C	0.2
CC(=O)N(C)C[C@H]1Oc2cc(-c3ccc(C)cc3)ccc2S(=O)(=O)N([C@H](C)CO)C[C@H]1C	-0.7
CO[C@H]1CN(C)C(=O)c2ccc(NS(C)(=O)=O)cc2OC[C@H](C)N(Cc2ccccc2)C[C@@H]1C	0.2
COC(=O)c1ccc(CN2CC(=O)N3[C@@H](CO)[C@@H](c4ccc(-c5cccnc5)cc4)[C@@H]3C2)cc1	-0.1

Assay outcomes from PubChem BioAssay.
